Mdm2 MdmX PPI – disrupts the human Mdm2-MdmX interaction; SaOS-2 split-luciferase Mdm2/MdmX complementation, luminescence; inhibition, % at 8 µM; 330,000 compounds, 3% hits; AID 485346;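 active = inhibition of at least 50% at 8 µM in the primary screen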
APJ antagonist – blocks the human apelin receptor APJ; P35414; 330,000 compounds, 0.32% hits; inhibition, % at 20 µM; AID 2521; CHO-K1 APJ beta-arrestin complementation, luminescence;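 active = inhibition above about 40% at 20 µM, limit read from the data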;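 also: cells challenged with 10 nM apelin-13 agonist together with compound; plate controls were apelin-13 plus DMSO wells for no effect and DMSO wells lacking apelin-13 for full effect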
Target sequence (P35414 whole entry, looked up): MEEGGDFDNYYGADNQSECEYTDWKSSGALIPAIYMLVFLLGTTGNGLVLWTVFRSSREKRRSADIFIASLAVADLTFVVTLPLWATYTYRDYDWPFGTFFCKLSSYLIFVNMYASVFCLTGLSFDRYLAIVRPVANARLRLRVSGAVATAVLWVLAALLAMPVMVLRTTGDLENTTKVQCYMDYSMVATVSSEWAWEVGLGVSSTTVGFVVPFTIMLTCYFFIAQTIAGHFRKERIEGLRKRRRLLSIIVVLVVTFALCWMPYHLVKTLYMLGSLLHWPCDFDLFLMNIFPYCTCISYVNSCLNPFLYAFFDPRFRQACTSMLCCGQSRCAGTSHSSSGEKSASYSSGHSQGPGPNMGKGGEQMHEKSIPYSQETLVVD
XBP1 UPR activ – activators of adaptive arm of unfolded protein response (XBP1); CHO-XBP1 luciferase reporter, IRE1-XBP1 UPR activation, luminescence; percent of tunicamycin response, DMSO as zero; AID 463104; activation, % at 20 µM; 330,000 compounds, 0.33% hits;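 active = versus positive control, 20 µM dose yields 30% or more activation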;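 also: 100% = tunicamycin at 10 µg/mL and 0% = DMSO only wells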
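Material: CHO cell line with stable XBP1 luciferase reporter; buffer or medium: F12 medium containing 10% fetal bovine serum; compound: single point, 20 µM final compound, 1% DMSO; incubation: 6 h treatment, 37 °C; measured by: glow luminescence from Steady-Glo reagent; evaluation: activation, % of tunicamycin; control set: tunicamycin high, DMSO low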
tim23-1 inh – inhibits growth of tim23-1 mutant yeast; AID 463212; inhibition, % at 20 µM; 330,000 compounds, 1.3% hits; S. cerevisiae tim23-1 growth, BacTiter-Glo luminescence, 24 h;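 active = growth inhibition of the mutant yeast at or above 50%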;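 also: temperature-sensitive mutant grown at 25 °C; plate controls were DMSO-treated mutant yeast for no effect and medium wells lacking yeast for full effect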
CXCR6 inh – blocks human CXCR6 beta-arrestin recruitment; O00574; CHO-K1 PathHunter CXCR6 beta-arrestin, luminescence; inhibition, % at 20 µM; 360,000 compounds, 0.36% hits; in the data active = inhibition above about 34%, passing the limit was not always enough;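 also: antagonist mode with CXCL16 agonist at 10 nM final; 0% = 10 nM CXCL16 with DMSO and 100% = unstimulated wells without agonist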
Target sequence (O00574 whole entry, looked up): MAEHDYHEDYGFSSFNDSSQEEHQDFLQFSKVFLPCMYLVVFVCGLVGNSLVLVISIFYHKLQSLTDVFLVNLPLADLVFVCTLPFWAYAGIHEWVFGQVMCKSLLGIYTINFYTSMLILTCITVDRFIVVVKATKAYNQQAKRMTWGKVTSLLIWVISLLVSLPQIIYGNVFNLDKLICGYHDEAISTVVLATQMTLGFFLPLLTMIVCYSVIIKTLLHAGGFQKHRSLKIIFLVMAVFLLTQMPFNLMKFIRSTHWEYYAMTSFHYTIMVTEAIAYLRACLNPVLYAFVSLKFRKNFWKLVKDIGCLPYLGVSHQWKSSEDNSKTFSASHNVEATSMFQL
APJ agonist – agonists of human APJ apelin receptor. P35414. 330,000 compounds, 0.11% hits. activation, % at 20 µM. CHO-K1 APJ PathHunter beta-arrestin, luminescence; 0% DMSO wells, 100% apelin. AID 2520;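 active = activation more than six SD over the plate average, tested at 20 µM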;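 also: 0% = DMSO alone and 100% = apelin-13 at 10 nM; some results filed as inactive read as strong as hits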
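assay system = CHO-K1 APJ beta-arrestin complementation cell line | input = cell density 1000 per well | dosing = compound 20 µM once, DMSO 1% | timing = compound 90 min 25 °C, reagent 1 h | measured by = luminescence from split beta-galactosidase complementation, Galacton Star/Emerald II substrate | read-out basis = APJ agonist activity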
CHOP UPR activ – apoptotic UPR (CHOP) activation; AID 449763; activation, % at 10 µM; CHO-CHOP luciferase reporter, luminescence; percent of tunicamycin response over DMSO baseline; 330,000 compounds, 0.34% hits;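 active = at 10 µM dose, activation of 40% or more, normalized to positive control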;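 also: 100% = tunicamycin at 10 µg/mL and 0% = DMSO alone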
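Evaluation: % reporter activation, DMSO baseline versus tunicamycin full activation; System: CHO-CHOP luciferase reporter cell line; Input: 500 cells/well; Incubation: 6 h compound treatment, 37 °C; Measured by: Steady-Glo luciferase luminescence; Dosing: one dose, 10 µM in 0.5% DMSO; Buffer or medium: F12 medium, 10% FBS; Benchmarks: positive tunicamycin 10 µg/mL, negative DMSO alone.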
EBI2 block – blocks human EBI2 receptor beta-arrestin signaling; P32249; EBI2 beta-arrestin recruitment, luminescence, 7a,25-OHC stimulated; inhibition, % at 5 µM; 360,000 compounds, 0.81% hits; AID 651636; in the data active = inhibition above about 38%;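 also: enzyme fragment complementation signal reports receptor beta-arrestin coupling in cells; 0% = agonist plus DMSO wells and 100% = wells without agonist; some results beyond the cut were filed as inactive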
Target sequence (P32249 whole entry, looked up, the tested form may be a part): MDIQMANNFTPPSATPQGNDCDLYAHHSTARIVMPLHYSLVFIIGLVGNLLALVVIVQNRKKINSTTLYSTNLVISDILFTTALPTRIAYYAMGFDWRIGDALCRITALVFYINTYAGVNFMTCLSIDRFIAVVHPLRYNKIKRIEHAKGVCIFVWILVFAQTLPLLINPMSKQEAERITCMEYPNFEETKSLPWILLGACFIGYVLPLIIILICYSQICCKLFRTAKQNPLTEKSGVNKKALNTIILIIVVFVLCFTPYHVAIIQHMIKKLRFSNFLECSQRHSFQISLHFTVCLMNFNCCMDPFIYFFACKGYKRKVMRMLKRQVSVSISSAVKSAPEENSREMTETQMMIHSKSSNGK
CCR6 antag – CCR6 (human) receptor antagonism; P51684; CHO-K1 CCR6 PathHunter beta-arrestin, luminescence, CCL20-stimulated; inhibition, % at 20 µM; 340,000 compounds, 0.49% hits; AID 493098;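 active = compounds whose inhibition of the agonist-driven luminescence signal at 20 µM reaches about 50%, limit read from the data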;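 also: cells stimulated with CCL20 at 14 nM final; plate controls were DMSO with CCL20 for no effect and DMSO without agonist for full effect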
The depositor's hits bear a star; · = no result given. An excerpt, so the mix of outcomes need not match the whole.

SMILES	Mdm2 MdmX PPI	APJ antagonist	XBP1 UPR activ	tim23-1 inh	CXCR6 inh	APJ agonist	CHOP UPR activ	EBI2 block	CCR6 antag
CCOc1ccc(C2Sc3ccccc3NC3=C2C(=O)OC3)cc1 (configuration not stated)	5	9	6	16	-16	6	7.5	0	12
CN1CCN(S(=O)(=O)c2cccc(C(=O)Nc3cc(C(N)=O)cc(C(N)=O)c3)c2)CC1	19	1	-1	8	10	-2	1.6	-2	4
OCCN(CCO)c1ccc(C(c2ccccc2Cl)c2ccc(N(CCO)CCO)cc2Cl)c(Cl)c1	42	-31	1	4	-10	-2	3.1	1	-9
Cc1ccc([N+](=O)[O-])cc1S(=O)(=O)Nc1ccc(-c2ccc(N3CCOCC3)nn2)cc1	-10	0	1	25	-8	6	2.6	3	11
O=C(O)CCNc1ccc2c(c1)OCCO2	-8	-14	-1	14	0	-2	-0.3	-6	-3
CNC(=O)NC(=O)COC(=O)c1n[nH]c2ccccc12	15	-24	-2	11	6	-3	-0.2	9	3
COc1ccc(NC(=O)Nc2ccc(F)cc2)c(C)c1	26	-8	-2	8	-4	-4	-1.3	-6	-16
Cc1ccccc1Cn1ccc(NC(=O)c2cc3ncc(Br)cn3n2)n1	6	-2	-2	30	1	-2	-3.7	-3	13
COc1ccc(NS(=O)(=O)c2cc(NC(=O)C3=NN(c4ccccc4)C(=O)CC3)ccc2OC)cc1	7	7	1	6	-1	0	1.6	6	10
Brc1ccc(Oc2ncc(CN3CCOCC3)s2)cc1	-29	-14	1	-14	3	-1	0.1	33	9
CCOc1ccc(CN2CCN(Cc3cn(CC)nc3C)CC2CCO)cc1 (configuration not stated)	9	11	-1	-3	47*	-3	0.3	1	-10
Cc1ccc(NC(=O)Cn2nnc(C(=O)NCc3ccco3)c2N)c(C)c1	12	-1	-4	-11	3	8	-1.8	5	7
O=C(c1ccco1)N1CCN(CCOc2ccc(F)cc2)CC1	10	-3	1	10	3	-3	-0.8	-4	1
CCOn1c(=O)c(-c2cccc(Br)c2)[n+]([O-])c2ccccc21	20	-7	-2	32	2	-2	2.3	-1	-3
O=C(Nc1ccc(N2CCCCC2)c(Cl)c1)c1cccnc1	66*	-7	0	3	2	-4	5.6	-18	13
COc1ccccc1C1CC(=O)NC(SCC(=O)Nc2ccccc2)=C1C#N (configuration not stated)	12	14	-2	8	1	-3	-1.3	1	15
COC(=O)C1(Cc2cc(-c3ccccc3)no2)CCN(C(=O)OC(C)(C)C)CC1	-1	7	2	29	1	-4	1.9	-11	9
Cc1ccc(S(=O)(=O)/N=C2\C=C(Nc3ccc(O)cc3)C(=O)c3ccccc32)cc1	95*	26	-7	51*	30	-3	-1.9	-7	63*
CCN(C(=O)CN1CCN(S(=O)(=O)c2cc(Cl)ccc2Cl)CC1)c1c(N)n(Cc2ccccc2)c(=O)[nH]c1=O	-2	4	3	17	-10	-1	1.8	-11	11
O=C(COc1ccc(Br)cc1)N/N=C1/SCC(=O)N1Cc1ccccc1	30	6	-1	10	-11	1	-1.0	49*	0

Profiles from above. Values in the order: Mdm2 MdmX PPI, APJ antagonist, XBP1 UPR activ, tim23-1 inh, CXCR6 inh, APJ agonist, CHOP UPR activ, EBI2 block, CCR6 antag
Record of O=C(Nc1ccc(N2CCCCC2)c(Cl)c1)c1cccnc1 : 66*, -7, 0, 3, 2, -4, 5.6, -18, 13
Record of CNC(=O)NC(=O)COC(=O)c1n[nH]c2ccccc12 : 15, -24, -2, 11, 6, -3, -0.2, 9, 3
Record of O=C(COc1ccc(Br)cc1)N/N=C1/SCC(=O)N1Cc1ccccc1 : 30, 6, -1, 10, -11, 1, -1.0, 49*, 0
Record of Cc1ccc([N+](=O)[O-])cc1S(=O)(=O)Nc1ccc(-c2ccc(N3CCOCC3)nn2)cc1 : -10, 0, 1, 25, -8, 6, 2.6, 3, 11

The list goes on:
SMILES	Mdm2 MdmX PPI	APJ antagonist	XBP1 UPR activ	tim23-1 inh	CXCR6 inh	APJ agonist	CHOP UPR activ	EBI2 block	CCR6 antag
Cc1c(C(=O)N2CCN(S(=O)(=O)c3cccs3)CC2)oc2ccc(F)cc12	27	2	0	20	-4	-4	2.1	22	10
COc1ccc(OC)c(Nc2cc(-c3ccccc3)nc(N)n2)c1	69*	-7	7	1	·	6	0.2	·	-7
Cc1cc(C)c(S(C)(=O)=O)c(Oc2cccc(C(F)(F)F)c2)n1	7	-23	3	12	21	-2	-0.2	-9	18
COC(=O)c1cc(CSc2nnc(-c3ccccc3)c(-c3ccccc3)n2)oc1C	28	14	0	27	6	-2	-5.0	16	22
O=C(COC(=O)c1ccccc1Nc1cccc(C(F)(F)F)c1)NCc1ccco1	17	-29	-1	17	4	11	0.9	9	10
Cc1c(C(=O)OC(C)C(C)C[N+](C)(C)C)oc2ccccc12 (configuration not stated)	8	6	-2	1	-2	-2	-1.9	2	-2
COc1ccc(C(C(=O)NC2CCCCC2)N(C(=O)CCl)c2ccccc2Cl)cc1 (configuration not stated)	92*	19	0	-1	0	-4	3.5	16	19
O=C(COc1ccccc1Cl)N1CCc2ccccc2C1	-1	11	-1	42	-5	-3	1.4	7	11
COCCNC(=S)N(CCCN(C)C)Cc1cc2cc3c(cc2[nH]c1=O)OCCO3	12	4	-3	10	-8	0	-0.9	1	11
CCOC(=O)N1CCN(C(=O)CCN2C(=O)c3ccccc3S2(=O)=O)CC1	19	12	0	-6	2	-5	-1.2	6	5
CCOc1ccc(NC(=O)CN(C)C(=O)C2CCCC2)cc1OCC	4	-8	-2	1	-6	-2	0.8	-1	1
COc1ccc(Cl)cc1C(=O)N(Cc1nc(-c2cccc(C)c2)no1)C(C)C	13	9	-7	25	7	-1	-1.5	15	19
c1ccc2nc3c(cc2c1)CCCCCC3	18	15	1	14	-7	-1	0.8	1	-15
N#C/C(=C\c1ccc[nH]1)C(=O)NC1CC1	-19	19	-1	10	6	-4	3.9	-9	3
COC(=O)CCC[C@H]1CC2(C[C@H](CCCO[Si](C)(C)C(C)(C)C)N1C(=O)OC(C)(C)C)OCCO2	14	26	-2	16	12	-5	-0.7	10	31
Cc1cccc(NC(=O)CNC(=O)c2ccco2)n1	3	7	0	-3	2	-4	1.0	-9	4
O=P(CCNCc1ccco1)(c1ccccc1)c1ccccc1	19	2	-4	9	4	-3	-1.8	-4	-1
COc1ccccc1C(OC(=O)c1cccs1)C(=O)NCc1ccco1 (configuration not stated)	9	0	-2	36	-1	1	0.7	5	6
COc1ccc(NC(=O)CCCCC(=O)Nc2ccc(OC)cc2)cc1	16	-10	-5	-14	-5	1	-0.9	-5	4
CCOc1ccc(N(CC(=O)Nc2cccc(F)c2)S(=O)(=O)c2c(C)noc2C)cc1	41	3	-6	8	3	-2	-2.6	9	7

Ordered by SMILES length (highest first): 3 of the compounds above
SMILES	Mdm2 MdmX PPI	APJ antagonist	XBP1 UPR activ	tim23-1 inh	CXCR6 inh	APJ agonist	CHOP UPR activ	EBI2 block	CCR6 antag
COC(=O)CCC[C@H]1CC2(C[C@H](CCCO[Si](C)(C)C(C)(C)C)N1C(=O)OC(C)(C)C)OCCO2	14	26	-2	16	12	-5	-0.7	10	31
COc1ccc(Cl)cc1C(=O)N(Cc1nc(-c2cccc(C)c2)no1)C(C)C	13	9	-7	25	7	-1	-1.5	15	19
COc1ccc(OC)c(Nc2cc(-c3ccccc3)nc(N)n2)c1	69*	-7	7	1	·	6	0.2	·	-7

(listing goes on)
SMILES	Mdm2 MdmX PPI	APJ antagonist	XBP1 UPR activ	tim23-1 inh	CXCR6 inh	APJ agonist	CHOP UPR activ	EBI2 block	CCR6 antag
Cc1cccc(OCc2nnc(SCC(=O)Nc3ccc(N4CCOCC4)cc3)o2)c1	17	1	2	-12	-6	2	0.6	7	5
COc1ccc(C(=O)NCC(=O)OCc2ccc(F)cc2)cc1	26	-4	1	8	7	-1	0.0	-2	3
COc1cc(C(=O)N/N=C/c2ccc(OC(=O)c3cccc(C)c3)cc2)ccc1O	25	-20	4	11	-4	9	3.5	2	-7
O=C(c1cc(-c2cccc(O)c2)on1)N1CCCCC1	-143	-14	-1	20	-1	8	-2.0	-12	10
O=C(CCN1C(=O)/C(=C\c2ccccc2Cl)SC1=S)N1CCN(c2ccccc2)CC1	98*	2	-1	-9	-4	-3	2.9	1	6
Cc1ccccc1NC(=O)NCc1ccc2c(c1)OCO2	2	20	4	4	5	0	3.1	-6	6
O=C(c1ccc(-c2cc3ccccc3oc2=O)cc1)N1CCN(c2ccc(Cl)cc2[N+](=O)[O-])CC1	30	-21	-4	14	9	0	-1.2	2	0
CCCn1c(SCC(=O)Nc2cc(S(=O)(=O)N(C)C)ccc2OC)n[nH]c1=O	-3	19	-2	-6	-1	-3	0.4	-9	3
O=C(Cc1ccccc1)NC(=S)Nc1ccc(N2CCCCC2)cc1	1	-8	0	42	4	5	0.6	26	10
CC1(C)Cc2cccc(OCC(=O)NC3CC3)c2O1	23	0	-1	7	-4	-6	-1.8	-11	3
Cn1c(=O)c(=O)n(C)c2cc(S(=O)(=O)N3CCN(Cc4ccccc4)CC3)ccc21	-18	-7	0	12	-2	-3	-0.4	-10	-4
CCN(CC)C(=S)Nc1ccc(Cl)c(Cl)c1	11	-12	-2	29	-1	-3	0.8	-1	11
CCN(CC)CCNc1nc2c(c(=O)[nH]c(=O)n2C)n1CCCc1ccccc1	15	11	-2	7	-5	-2	-0.4	-6	0
COc1ccc2nc(SCC(=O)c3ccco3)[nH]c2c1	-85	10	-1	15	-4	0	0.9	0	-3
CCN(CC)c1ccc(NC(=O)COC(=O)CCC(=O)c2cccs2)cc1	4	3	-1	2	3	-3	-0.9	-8	-2
CCOC(=O)c1cc(CC)sc1/N=C/C1=C(O)CCCC1=O	11	3	-2	4	9	0	1.7	-4	-2
COc1cccc(NC(=O)CN(C)C(=O)CNC(=O)c2ccccc2F)c1	3	-11	7	9	0	-2	-2.0	1	4
Cc1ccc(OCC(=O)N/N=C/c2cccc3cccnc23)cc1	1	-1	-4	49	19	0	-0.8	4	16
CC(C)CNC(=O)C1CC(=O)OC12CCCCC2 (configuration not stated)	7	7	2	1	-3	-1	0.5	1	-8
COc1ccccc1/C=C1\SC(=S)N(CCC(=O)Nc2cccc(O)c2)C1=O	3	12	0	8	10	-1	0.0	13	6
O=C(CCS(=O)(=O)c1cccc2nonc12)N1CC(=O)N(CCc2ccccc2)C(=O)C1	8	3	0	15	-11	8	1.7	-7	9

Another view of 2 compounds above.
Fields – Mdm2 MdmX PPI | APJ antagonist | XBP1 UPR activ | tim23-1 inh | CXCR6 inh | APJ agonist | CHOP UPR activ | EBI2 block | CCR6 antag
- Cc1c(C(=O)N2CCN(S(=O)(=O)c3cccs3)CC2)oc2ccc(F)cc12
 : 27 | 2 | 0 | 20 | -4 | -4 | 2.1 | 22 | 10
- COc1ccc(OC)c(Nc2cc(-c3ccccc3)nc(N)n2)c1
 : 69* | -7 | 7 | 1 | · | 6 | 0.2 | · | -7
